yeast rad50: NCI yeast anticancer drug screen, S. cerevisiae rad50 strain; % growth inhibition at 50 µM; 79,000 tested, 10% active;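 also: 0% = growth of vehicle-only cultures of the same strain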
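Compounds were tested on a yeast strain with an engineered DNA damage repair alteration; the reported value is growth inhibition normalised to vehicle treatment.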
mlh1 rad18: NCI yeast anticancer drug screen, S. cerevisiae mlh1 rad18 strain | 79,000 tested, 11% active | % growth inhibition at 50 µM;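 also: 0% = growth of vehicle-only cultures of the same strain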
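Steps: expose repair-defective yeast to compound; measure growth; express inhibition against vehicle-treated controls.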
yeast bub3: NCI yeast anticancer drug screen, S. cerevisiae bub3 mutant strain. growth inhibition, % at 50 µM. 78,000 tested, 9.9% active. AID 167, 2004;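 also: 0% = growth of vehicle-only cultures of the same strain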
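Compounds were applied to a genetically altered yeast strain carrying a cell-cycle control defect. Growth inhibition was scored against vehicle-treated controls.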
sgs1 mgt1: NCI yeast anticancer drug screen, S. cerevisiae sgs1 mgt1 strain | % growth inhibition at 50 µM | 78,000 tested, 10% active | AID 161, 2004;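 also: 0% = growth of vehicle-only cultures of the same strain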
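Inhibition of yeast growth, normalised to vehicle-treated controls, is reported for a strain bearing genetic alterations in DNA damage repair.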
mec2-1: NCI yeast anticancer drug screen, S. cerevisiae mec2-1 strain | % growth inhibition at 50 µM | 79,000 tested, 9% active;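 also: 0% = growth of vehicle-only cultures of the same strain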
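Readout is yeast growth inhibition, normalised to vehicle-treated controls, in the mec2-1 strain exposed to compound.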
cln2 rad14: NCI yeast anticancer drug screen, S. cerevisiae cln2 rad14 strain; growth inhibition, % at 50 µM; 78,000 tested, 8.3% active;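 also: 0% = growth of vehicle-only cultures of the same strain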
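Relative to vehicle controls, growth inhibition of compound-treated cln2 rad14 yeast was recorded.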
* = called active by the depositor; · = not tested or not shown; & = joins results of further samples; ! = not confirmed by another sample. Rule as the data show it: active = growth inhibition above about 70%; inactive = the rest.

canonical_smiles	yeast rad50	mlh1 rad18	yeast bub3	sgs1 mgt1	mec2-1	cln2 rad14
CCOc1ccc2c(c1)/C(=C\C=C\C1CC(C)C3CC(OCC)CCC3N1CC)CC(C)N2CC (centres undefined)	29	81*	84*	34	88*	83*
CC1(C)OC2COC(c3[nH]nc4c(=O)[nH]c(=O)[nH]c34)C2O1 (centres undefined)	1	-5	-64	-27	-6	-21
O=C1C=C(Nc2ccccc2C(=O)CC(=O)C(=O)Nc2cccc([N+](=O)[O-])c2)c2ccccc2C1=O	-15	-7	-16	-7	12	12
CCOC(=O)c1c(CN2CCNCC2)nc2ccc(Cl)cc2c1-c1ccccc1	29	40	28	68	14	41
CCOC(=O)c1cc(-n2nnc3ccccc32)cn1C	-5	-1	19	0	-23	-4
Cc1[nH]c(=O)n2c(C)nnc2c1C(=O)O	-5	-2	-3	2	-4	-10
C[N+]1(C)CC2CCC1C2 (centres undefined)	1	-7	-9	18	16	-28
CCOC1=C([N+](=O)[O-])C(c2ccccc2)NC1=O (centres undefined)	11	12	-35	-3	-1	15
COc1cc2oc(-c3ccc(O)cc3)cc(=O)c2c(O)c1C1OC(CO)C(O)C(O)C1O (centres undefined)	-5	20	2	-35	-6	4
c1ccc2c(c1)ccc1c2ccc2c3ccccc3ccc21	-10	-23	-3	16	-10	46
O=C1C(Cl)=C(Nc2ccc([N+](=O)[O-])cc2)C(=O)c2ccccc21	7	6	-1	5	3	-40
CNC(=O)N(CC1CCCCC1)c1nc2c(=O)n(C)c(=O)[nH]c2s1	-5	-4	-4	-1	-6	-23
C=C1c2ccccc2C=NN1c1ccccc1	19	1	-9	13	4	4
O=c1oc(-c2ccc(Cl)cc2[N+](=O)[O-])nc2ccccc12	77*	68	66	70*	64	39
[O-]c1c2cc(-[n+]3c(-c4ccccc4)cc(-c4ccccc4)cc3-c3ccccc3)cc1CO[C@@H](c1ccccc1)[C@H](c1ccccc1)OCc1cccc(n1)CO[C@@H](c1ccccc1)[C@H](c1ccccc1)OC2	87*	87*	89*	90*	91*	90*
COc1ccc(/C(Cl)=C/c2cc(OC)ccc2OC)cc1	-5	-9	-30	-27	-11	0
Cc1cccc(NC(=O)CC2C(=O)Nc3ccccc3S2(=O)=O)c1C (centres undefined)	1	-21	-3	0	-18	23
COCCC(=O)OCCC(C)OC (centres undefined)	22	-11	-42	4	-4	2
O=C(O)C(c1ccc(Cl)cc1)c1ccc(Cl)cc1	95*	96*	97*	92*	95*	92*
COc1cc2c(oc(=O)c3cc4ccoc4c(OC)c32)c2cccc(O)c12	-25	-42	-22	-42	-51	-3
COc1ccc(C(=O)Cc2ccc(Cl)cc2)cc1OC	6	17	4	10	3	-4
O=c1sc2ncccc2n1-c1ccc([N+](=O)[O-])cn1	-3	-7	12	3	10	-18
CCOC(=O)COc1ccc(Cl)cc1CCl	3	2	22	-10	6	-11
Cc1ccc(Nc2cccc3c2C(=O)c2c(Nc4ccc(C)cc4C)cccc2C3=O)c(C)c1	20	-6	0	4	7	-13
COc1ccc(-c2cc(-c3ccccc3)[nH]c(=O)c2C#N)cc1	-4	-5	2	14	-32	19
Cc1cc(Cc2cc(Cc3cc(C)cc(C(C)(C)C)c3O)c(C)cc2C)c(O)c(C(C)(C)C)c1	50	38	-23	13	18	-2
CCC(CC)C(O)C(C)C(C)O (centres undefined)	1	-5	-11	-11	-9	5
CCC1C(=O)OCc2c1cc1n(c2=O)Cc2cc3ccccc3nc2-1 (centres undefined)	39	-44	-13	-18	-1	-25
Cc1nc(C(N)=S)sc1C(=O)/C=C/c1c(O)ccc2ccccc12	49	40	31	33	10	24
CN(C)c1ccc(/C=C(\C#N)c2c(Br)cccc2Br)cc1	-20	-15	3	-4	-19	-43
COCC(O)Cn1ccnc1N=Nc1ccccc1 (centres undefined)	-17	-35	-31	-27	-25	-15
OC(COc1cccc(C(F)(F)F)c1)CN1CCN(c2ccc(F)cc2)CC1 (centres undefined)	87*	92*	86*	96*	88*	88*
CC(=O)CC1(C)OC(N)=C(C#N)C1(C#N)C#N (centres undefined)	10	-33	-15	-26	19	9
CCCCN(CCCC)C(=O)C(=O)C(C#N)c1ccc(C)cc1 (centres undefined)	-7	-9	21	6	-1	18
O=C(COC(=O)c1ccccc1C(=O)OCC(=O)c1ccc(-c2ccccc2)cc1)c1ccc(-c2ccccc2)cc1	10	3	1	8	10	22
CC(=O)OC1CC2CC1C1OC21 (centres undefined)	-2	-7	-12	-22	-15	-2
Cc1nc(NS(=O)(=O)c2ccc(N)cc2)nc(C)c1Br	-10	-15	-15	4	-10	-52
Cc1[nH]ccc2cc3nc4ccccc4c3cc12	55	28	29	4	32	33
O=C1OC(c2cccc(Cl)c2)=N/C1=C\c1ccccc1	14	-5	11	14	3	15
CN1C(OCc2ccccc2)c2c(ccc3c2OCO3)C2C=Cc3cc4c(cc3C21)OCO4 (centres undefined)	93*	91*	92*	93*	93*	93*
CC1(C)OCC2OC(n3cnc4c(=O)[nH]c(N)nc43)C(O)C2O1 (centres undefined)	-13	-12	1	-13	5	-43
CC(C)C(=O)CC1(O)C(=O)Nc2ccc([N+](=O)[O-])cc21 (centres undefined)	-10	2	4	-8	0	-35
O=C(CCc1ccc(O)cc1)N/N=C/c1ccc2c(c1)OCO2	-17	-3	·	·	-7	·
COc1ccc(C=Nc2ccccc2O)cc1	59	67	77*	40	32	-16
CN(C)C(=O)NCc1cccs1	-22	-16	19	-15	-12	-65
O=C(/C=C/c1cccs1)c1ccsc1	2	23	2	19	-21	1
COc1ccc(N=c2nc3n4c(c(Cl)cc(Cl)c4n2)NC(C(Cl)(Cl)Cl)=N3)cc1	27	12	-6	-3	3	17
CC(=O)OCC1OC(n2c(Br)nc3c2c(=O)n(C)c(=O)n3C)C(OC(C)=O)C1OC(C)=O (centres undefined)	-20	0	-1	-14	-1	-8
OCCOCCOCCCl	2	15	-6	8	-23	-22
C=C1C(=O)OC2C[C@@]3(C)CCCC(=C)C3CC12 (some centres undefined)	21	13	21	32	21	29
CCSC1=C(SCC)C(=O)C(SCC)=C(SCC)C1=O	-1	15	-2	14	16	-22
CC1CC(=O)NC1C(=O)O (centres undefined)	-5	9	0	-19	-6	7
Brc1cc2ccccc2nc1-c1ccccc1	-2	10	5	1	-8	-23
CN(C)c1ccc(C2NC(c3ccccc3)c3c(ccc4ccccc34)O2)cc1 (centres undefined)	8	1	2	-13	2	-23
COC(=O)C1C(C)(C(=O)OC)N=NC1(c1ccccc1)c1ccccc1 (centres undefined)	8	-3	20	-8	-1	16
CCCCCCCCCCCCNCC1=C(O)c2ccccc2C(=O)C1=O	6	-8	9	-4	-6	-3
COc1cc([N+](=O)[O-])ccc1NC(=O)Cc1ccccc1	7	-19	6	-1	7	6
COCCCN1CC(=O)N2Cc3ccccc3CN2C(=O)C1	-9	-5	3	-15	-13	-4
c1cncc(-c2cc(-c3cc(-c4cccnc4)n[nH]3)[nH]n2)c1	34	32	8	22	12	15
CC(=O)NC1c2ccccc2CCC1OC(C)=O (centres undefined)	-16	-35	-9	23	-8	-2

A run of entries from further up:
canonical_smiles	yeast rad50	mlh1 rad18	yeast bub3	sgs1 mgt1	mec2-1	cln2 rad14
c1cncc(-c2cc(-c3cc(-c4cccnc4)n[nH]3)[nH]n2)c1	34	32	8	22	12	15
CC(=O)NC1c2ccccc2CCC1OC(C)=O (centres undefined)	-16	-35	-9	23	-8	-2

Returning to the listing, starting six compounds before the break.
canonical_smiles	yeast rad50	mlh1 rad18	yeast bub3	sgs1 mgt1	mec2-1	cln2 rad14
COC(=O)C1C(C)(C(=O)OC)N=NC1(c1ccccc1)c1ccccc1 (centres undefined)	8	-3	20	-8	-1	16
CCCCCCCCCCCCNCC1=C(O)c2ccccc2C(=O)C1=O	6	-8	9	-4	-6	-3
COc1cc([N+](=O)[O-])ccc1NC(=O)Cc1ccccc1	7	-19	6	-1	7	6
COCCCN1CC(=O)N2Cc3ccccc3CN2C(=O)C1	-9	-5	3	-15	-13	-4
c1cncc(-c2cc(-c3cc(-c4cccnc4)n[nH]3)[nH]n2)c1	34	32	8	22	12	15
CC(=O)NC1c2ccccc2CCC1OC(C)=O (centres undefined)	-16	-35	-9	23	-8	-2
CCN(CC(COc1ccc2c(c1)[n+]([O-])nc(N)[n+]2[O-])OC(C)=O)C(C)=O (centres undefined)	43	41	25	42	38	40
O=C1OC(=O)c2c1c(-c1ccccc1)c1ccccc1c2-c1ccccc1	1	13	6	16	7	23
CN(C)c1ccc(N=Nc2cc3c4ccccc4ccc3c3ccccc23)cc1	15	23	9	23	-10	2
O=S(=O)(CCS(=O)(=O)c1ccccc1)c1ccccc1	-11	0	-15	-23	-10	-42
CC1CCC2N(C1)CC1C3(O)CC4(O)C(CCC5C(=O)C(O)CCC54C)C3(O)CC(O)C1(O)C2(C)O (centres undefined)	6	-8	-9	-11	-27	11
O=C(CCCCOCCCCC(=O)OCC1CCCO1)OCC1CCCO1 (centres undefined)	9	18	14	45	17	10
Cc1ccc(S(=O)(=O)Cc2c(C)cc(C)cc2C)cc1	12	1	-11	-2	4	-31
CCCCCCCCCc1ccc(OC(=O)CCC)cc1	2	21	-3	-15	-23	-50
c1cc(-c2ncc[nH]2)ccn1	-7	-8	6	-4	-12	-4
Nc1ccn(C2C=CC(CO)O2)c(=O)n1 (centres undefined)	26	4	15	21	17	-1
CC(=O)N1C(C(=O)NN2CCOCC2)CSC1c1ccccc1 (centres undefined)	-48	-16	-2	-20	-9	11
Nc1ccc(CSc2ccc(Cl)cc2)cc1Cl	37	14	4	41	4	-25
COC(=O)C(Br)C(Br)c1ccc(OC)c(OC)c1 (centres undefined)	-5	16	23	13	-10	-31
CCCCCCCCCCCCSCCNC(=O)CCl	25	20	33	49	14	4
COCCN=C(NCCOC)c1ccc(Nc2ncnc3nc[nH]c23)cc1	0	4	7	1	-6	33
COc1ccc(-c2cnnc3c(-c4cccc(C(F)(F)F)c4)cnn23)cc1	-8	8	-4	-4	-9	7
COC(=O)CCC(=O)Nc1ccc(Cl)cc1C	-23	-21	-60	-20	-9	-6
O=C1C2C(c3ccccc3)NC(c3ccccc3)C1C(c1ccccc1)NC2c1ccccc1 (centres undefined)	-13	1	-65	-36	-8	-18
CC(C)CNC(=O)Nc1ccccc1C(F)(F)F	-6	-14	8	-24	-8	-5
Cn1c2ccccc2c(=O)c2c(O)cc3c(c21)N=CC(C)(C)O3	13	48	-6	-14	13	-32
COC1CCC(OC)(C(=O)NN)O1 (centres undefined)	-23	-1	-57	-9	-53	4
COC(C(=O)O)(c1ccccc1)C(F)(F)F (centres undefined)	-6	3	14	-4	-13	-14
NC(=O)CSc1c2cc(O)ccc2nc2ccc(O)cc12	-18	27	-19	-13	-7	37
COc1ccc(/C=C\c2cc(OC)c(OC)c(OC)c2)cc1OC(=O)C(N)CCC(=O)O (centres undefined)	8&-5	79*!	34&-20	-4&-1	-11&-18	7&22
CCN(CC)CCOC(=O)c1ccc(N=Nc2cc(C(=O)O)ccc2O)cc1	15	-12	-1	4	-6	-7
COc1ccc(CCNC(=O)/C(=C\c2ccc3c(c2)OCO3)NC(=O)c2ccccc2)cc1OC	56	55	29	47	22	31
COC(=O)C(CCc1ccccc1[N+](=O)[O-])C(C)=O (centres undefined)	4	-9	0	12	-7	-44
CCCCCCCCCCCCCCCCCC(=O)OCC(O)CO (centres undefined)	-3	7	0	3	-17	7
O=C1NC(=Nc2ccccc2)C(=Nc2ccccc2)N1c1ccccc1	88*	86*	89*	86*	91*	86*
N#C/C(=C/c1cccnc1)C(=O)c1ccccc1	-6	7	-23	1	-19	13
CS(=O)(=O)OCC1CC(COS(C)(=O)=O)CC(COS(C)(=O)=O)C1 (centres undefined)	6	19	4	-8	2	-1
Cc1ccc(S(=O)(=O)C23N=NC(C)(C)C2C2CCC3C2)cc1 (centres undefined)	-8	4	-50	1	-12	-59
CS(=O)CC(=N\O)/C(CS(C)=O)=N\O (centres undefined)	10	9	-3	4	-4	-9
CCOC(=O)C(CN)(c1ccccc1)c1ccccc1	12	17	-1	5	-5	44
CCN(CC)CCSCCSCCN(CC)CC	-25	-10	9	-3	-2	-39

Compounds were not picked by outcome; 13% or so of the library scored in one or more.
